NRP1-CendR mod: modulators of CendR peptide binding to human neuropilin-1; O14786; FAM-RPARPAR peptide binding to NRP-1, fluorescence polarization; inhibition, % at 25 µM; 360,000 tested, 0.85% active;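 active = inhibition or corrected inhibition above about 18%, plus a signal ratio from 0.5 to 1.5, limit read from the data, passing the limit was not always enough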; note: strong numbers were not always called active
Target sequence (O14786 whole entry, looked up): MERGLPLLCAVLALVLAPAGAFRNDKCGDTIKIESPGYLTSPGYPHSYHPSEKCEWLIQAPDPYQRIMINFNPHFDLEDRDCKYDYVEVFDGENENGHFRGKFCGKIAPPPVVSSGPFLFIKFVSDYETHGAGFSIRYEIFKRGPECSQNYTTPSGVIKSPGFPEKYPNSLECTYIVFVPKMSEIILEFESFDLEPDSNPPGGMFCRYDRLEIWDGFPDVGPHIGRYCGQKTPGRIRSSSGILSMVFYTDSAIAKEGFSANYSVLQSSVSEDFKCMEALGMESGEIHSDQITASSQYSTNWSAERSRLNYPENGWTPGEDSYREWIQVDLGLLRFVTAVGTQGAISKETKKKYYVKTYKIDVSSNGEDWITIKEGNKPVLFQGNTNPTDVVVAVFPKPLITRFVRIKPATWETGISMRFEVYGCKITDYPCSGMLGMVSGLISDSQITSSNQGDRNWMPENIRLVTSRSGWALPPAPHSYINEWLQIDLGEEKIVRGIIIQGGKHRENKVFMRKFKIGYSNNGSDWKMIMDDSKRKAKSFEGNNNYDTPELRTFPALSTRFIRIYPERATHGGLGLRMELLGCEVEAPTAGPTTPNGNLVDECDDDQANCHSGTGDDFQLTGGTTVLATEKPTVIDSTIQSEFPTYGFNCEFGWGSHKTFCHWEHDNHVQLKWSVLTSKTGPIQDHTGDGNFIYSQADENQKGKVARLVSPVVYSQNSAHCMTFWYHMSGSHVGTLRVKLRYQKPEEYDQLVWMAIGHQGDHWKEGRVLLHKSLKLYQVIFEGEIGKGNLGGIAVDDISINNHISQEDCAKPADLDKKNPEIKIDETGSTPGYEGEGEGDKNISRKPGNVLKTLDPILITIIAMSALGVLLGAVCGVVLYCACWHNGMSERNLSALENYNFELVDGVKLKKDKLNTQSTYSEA
bovine MsrA act: bovine methionine sulfoxide reductase A activation. AID 602163. 360,000 tested, 0.3% active. activation, % at 10.6 µM. purified bovine MsrA, absorbance read-out; in the data active = activation above about 7.5%;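 note: 0% = vehicle and 100% = reference activator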
MT1-MMP act inh: inhibitors of human MT1-MMP activation; P50281; HT1080 RFP-PRO-GFP cells, GFP/RFP ratio fluorescence, overnight; percent of plate control window, DMSO zero; GFP/RFP ratio change, % at 20 µM; 360,000 tested, 0.061% active; AID 651647;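 active = GFP/RFP ratio change of at least 30% with cell ATP level not reduced by more than half and red fluorescence within 50% of control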; note: strong numbers were not always called active
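Read-out: GFP/RFP fluorescence ratio; Test system: RFP-PRO-GFP reporter HT1080 cells; Compound dosing: single-point 20 µM compound, 1% DMSO; Times: overnight compound exposure at 37 °C.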
TbMetRS inhib: Trypanosoma brucei MetRS inhibition. purified T. brucei MetRS, ATP depletion, Kinase-Glo luminescence. inhibition, % at 11.9 µM. 360,000 tested, 0.4% active;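 active = inhibition above a per-plate cutoff of the control wells' mean inhibition plus 3 SD, cut at about 5.5% in these data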;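 note: 0% = DMSO wells median and 100% = median of wells with control inhibitor compound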
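Material: parasite MetRS enzyme / Replication: singlicate, one well per compound / Signal: luminescence of leftover ATP / Schedule: 2 h aminoacylation at 25 °C after 15 min preincubation / Medium: HEPES-MgCl2-KCl buffer plus DTT, spermine, BSA, pyrophosphatase / Doses: 11.9 µM single point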
MsrA inh: inhibits bovine methionine sulfoxide reductase A | purified bovine MsrA, absorbance read-out | inhibition, % at 15.5 µM | 360,000 tested, 0.75% active | AID 651718; in the data active = inhibition above about 4.5%;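 note: 0% = vehicle wells with enzyme and 100% = reference inhibitor wells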
E coli Lon inh: E. coli protease La inhibition; P0A9M0; purified E. coli Lon protease, fluorescence polarization; inhibition, % at 7.94 µM; 360,000 tested, 0.42% active; in the data active = inhibition above about 13%, passing the limit was not always enough;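 note: 0% = enzyme with probe and DMSO and 100% = no enzyme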
MLLE-PAM2 inh: blocks PAM2 peptide binding to the PABP1 MLLE domain; AID 588489; 360,000 tested, 0.36% active; inhibition, % at 20 µM; GST-MLLE / FITC-PAM2 fluorescence polarization; P11940; in the data active = inhibition above about 35%, passing the limit was not always enough;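 note: plate controls were DMSO wells with GST-MLLE for no effect and wells lacking GST-MLLE protein for full effect; some results filed as inactive read as strong as hits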
SKN-1 inh: blocks SKN-1 activity in C. elegans; C. elegans VP596 Pgst-4::GFP/RFP ratio, acrylamide-induced, 24 h; inhibition, % at 21.8 µM; 360,000 tested, 0.49% active; AID 624304;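 active = interference check ratio from 0.5 to 1.5 plus GFP to RFP signal ratio inhibition reaching or exceeding a fixed threshold, cut at about 30% in these data, passing the limit was not always enough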; note: some compounds called inactive have numbers as strong as hits
FAS-TE inh: FAS thioesterase (human) inhibition; recombinant FAS-TE, OMFH fluorogenic substrate, fluorescence endpoint; inhibition, % at 15 µM; 360,000 tested, 0.67% active; P49327; AID 602261;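 active = compounds whose normalised, plate-corrected inhibition of enzyme fluorescence in the single-dose primary screen is 50% or more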;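 note: 0% = DMSO with enzyme and 100% = substrate without enzyme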
* = called active by the depositor.

Fields – NRP1-CendR mod, bovine MsrA act, MT1-MMP act inh, TbMetRS inhib, MsrA inh, E coli Lon inh, MLLE-PAM2 inh, SKN-1 inh, FAS-TE inh
#1 CN(c1ccc(OCC(=O)OCC(=O)Nc2ccccc2)cc1)S(=O)(=O)c1ccc(F)cc1
 : 5.9, 2.8, 11.1, -0.5, -0.4, -10.1, -7.7, 4.4, 15.4
#2 Cc1nn(-c2ccccc2)c(C)c1C(=O)OCC(=O)Nc1ccc(C(N)=O)cc1
 : 14.7, -1.8, -4.3, 0.9, -0.6, -12.8, -23.4, 1.2, -1.1
#3 Cc1ccc(S(=O)(=O)N2CCOCC2)cc1C(=O)OCC(=O)NC1CCS(=O)(=O)C1 (stereo unspecified)
 : 2.6, -9.1, 1.5, -0.8, 0.1, 4.3, 11.9, -8.3, -12.0
#4 COc1ccc(-c2nc(C(N)=O)c3[nH]c(=O)n(-c4cccc(Cl)c4)c3n2)cc1OC
 : -11.2, 7.0, -13.0, -0.4, 1.1, -3.2, -3.5, 1.2, -30.4
#5 COc1cc(OC)c(CN2CCC(CO)(CCOc3ccccc3)CC2)c(OC)c1
 : -4.9, -8.5, -0.3, -0.9, -0.3, 8.4, -11.6, -5.6, -9.9
#6 CCOC(=O)c1c(NC(=S)Nc2ccc(C)cc2)sc2c1CCC2
 : 1.0, -5.5, 0.5, 0.5, 0.3, -6.6, 18.8, -2.5, 5.2
#7 O=C1C=C(c2cccc3c2oc2ccccc23)C[C@@H](c2ccc(F)cc2)C1
 : 24.6, -14.4, -1.6, 0.0, -0.7, -2.4, 10.8, 11.5, 30.4
#8 O=C(O)c1ccc(CSc2nnc(-c3ccco3)o2)cc1
 : 4.8, 5.9, 0.8, 0.1, -0.6, -1.9, -12.4, 11.9, -7.3
#9 COc1ccc(OCc2nnc(SCC(=O)N(C)Cc3ccccc3)n2N)cc1
 : 0.1, -9.8, 1.4, -0.5, 1.1, -8.4, 29.3, -12.2, -11.2
#10 CN(c1ccc(F)cc1)S(=O)(=O)c1ccc(Cl)c(C(=O)OCC(=O)NCc2ccco2)c1
 : 2.5, 3.1, -1.6, -0.6, -1.1, -4.1, -15.0, 5.1, 6.9
#11 O=c1c2ccccc2nc(SCc2cn3ccsc3n2)n1-c1ccc(F)cc1
 : -9.1, -6.6, 4.4, -1.2, 0.9, -8.3, 9.6, -2.1, 15.8
#12 COC(=O)C1=C(C)N(Cc2ccc(OC)c(OC)c2)C(=O)C1
 : -11.1, -3.3, -3.4, -1.1, 1.9, -6.2, -4.3, 2.1, -4.0
#13 Cc1ccc(C2=NN(CC(=O)NCCN(C)C)C(=O)CC2)cc1
 : -3.3, -4.1, 4.3, -0.8, 0.6, -8.0, -10.5, 4.4, -4.1
#14 CNC(=O)/C(C#N)=C\c1ccc(CNS(=O)(=O)c2ccc(Cl)cc2)o1
 : 4.2, -8.3, 0.2, -0.5, 1.2, -2.5, -109.2, 6.8, -2.3
#15 Cc1ccc(Nc2nc(N)nc(CSC(=S)N3CCN(c4ccccc4)CC3)n2)cc1
 : 5.6, -3.0, 3.5, -1.0, 0.9, -1.1, 12.1, 1.5, -2.4
#16 Cc1ccc(N(CC(=O)NC2CCCC2)C(=O)c2c(C)noc2C)cc1C
 : 13.4, 1.2, -0.8, -0.2, 0.4, 5.2, 14.8, 8.4, -1.6
#17 CCOc1ccc2[nH]c(SCC(=O)OC)c([N+](=O)[O-])c2c1
 : 13.4, -0.7, 2.2, 2.6, 3.0, 3.1, 53.9*, 9.5, -143.1
#18 COc1cccc(Nc2cc(C)c3ccccc3n2)c1
 : 1.0, -3.6, 1.8, 0.5, 2.0, 0.2, 1.5, -9.1, 16.0
#19 C#Cc1ccc(CN2CCCC(C(=O)Nc3ccccc3Oc3cccnc3)C2)cc1 (stereo unspecified)
 : 3.9, -2.0, -4.2, -0.2, -0.9, -11.5, 2.8, 9.1, 5.6
#20 N#CCCN1CCN(CCC#N)c2ccccc21
 : 15.5, -2.8, -1.1, -0.3, -1.0, -4.9, 3.2, -11.8, -6.7

Rewritten bar-delimited: 11 of the compounds above.
No. | molecule | NRP1-CendR mod | bovine MsrA act | MT1-MMP act inh | TbMetRS inhib | MsrA inh | E coli Lon inh | MLLE-PAM2 inh | SKN-1 inh | FAS-TE inh
1 | CN(c1ccc(OCC(=O)OCC(=O)Nc2ccccc2)cc1)S(=O)(=O)c1ccc(F)cc1 | 5.9 | 2.8 | 11.1 | -0.5 | -0.4 | -10.1 | -7.7 | 4.4 | 15.4
2 | Cc1nn(-c2ccccc2)c(C)c1C(=O)OCC(=O)Nc1ccc(C(N)=O)cc1 | 14.7 | -1.8 | -4.3 | 0.9 | -0.6 | -12.8 | -23.4 | 1.2 | -1.1
3 | Cc1ccc(S(=O)(=O)N2CCOCC2)cc1C(=O)OCC(=O)NC1CCS(=O)(=O)C1 (stereo unspecified) | 2.6 | -9.1 | 1.5 | -0.8 | 0.1 | 4.3 | 11.9 | -8.3 | -12.0
4 | COc1ccc(-c2nc(C(N)=O)c3[nH]c(=O)n(-c4cccc(Cl)c4)c3n2)cc1OC | -11.2 | 7.0 | -13.0 | -0.4 | 1.1 | -3.2 | -3.5 | 1.2 | -30.4
5 | COc1cc(OC)c(CN2CCC(CO)(CCOc3ccccc3)CC2)c(OC)c1 | -4.9 | -8.5 | -0.3 | -0.9 | -0.3 | 8.4 | -11.6 | -5.6 | -9.9
6 | CCOC(=O)c1c(NC(=S)Nc2ccc(C)cc2)sc2c1CCC2 | 1.0 | -5.5 | 0.5 | 0.5 | 0.3 | -6.6 | 18.8 | -2.5 | 5.2
7 | O=C1C=C(c2cccc3c2oc2ccccc23)C[C@@H](c2ccc(F)cc2)C1 | 24.6 | -14.4 | -1.6 | 0.0 | -0.7 | -2.4 | 10.8 | 11.5 | 30.4
8 | O=C(O)c1ccc(CSc2nnc(-c3ccco3)o2)cc1 | 4.8 | 5.9 | 0.8 | 0.1 | -0.6 | -1.9 | -12.4 | 11.9 | -7.3
9 | COc1ccc(OCc2nnc(SCC(=O)N(C)Cc3ccccc3)n2N)cc1 | 0.1 | -9.8 | 1.4 | -0.5 | 1.1 | -8.4 | 29.3 | -12.2 | -11.2
10 | CN(c1ccc(F)cc1)S(=O)(=O)c1ccc(Cl)c(C(=O)OCC(=O)NCc2ccco2)c1 | 2.5 | 3.1 | -1.6 | -0.6 | -1.1 | -4.1 | -15.0 | 5.1 | 6.9
11 | O=c1c2ccccc2nc(SCc2cn3ccsc3n2)n1-c1ccc(F)cc1 | -9.1 | -6.6 | 4.4 | -1.2 | 0.9 | -8.3 | 9.6 | -2.1 | 15.8

Two records drawn at random from the list so far, as already listed:
Fields – NRP1-CendR mod, bovine MsrA act, MT1-MMP act inh, TbMetRS inhib, MsrA inh, E coli Lon inh, MLLE-PAM2 inh, SKN-1 inh, FAS-TE inh
#10 CN(c1ccc(F)cc1)S(=O)(=O)c1ccc(Cl)c(C(=O)OCC(=O)NCc2ccco2)c1
 : 2.5, 3.1, -1.6, -0.6, -1.1, -4.1, -15.0, 5.1, 6.9
#17 CCOc1ccc2[nH]c(SCC(=O)OC)c([N+](=O)[O-])c2c1
 : 13.4, -0.7, 2.2, 2.6, 3.0, 3.1, 53.9*, 9.5, -143.1

Additional results
Fields – NRP1-CendR mod, bovine MsrA act, MT1-MMP act inh, TbMetRS inhib, MsrA inh, E coli Lon inh, MLLE-PAM2 inh, SKN-1 inh, FAS-TE inh
#21 COc1ccccc1N1CCN(C(=O)C2CC2)CC1
 : 1.5, -5.8, 2.9, -0.4, -0.3, 5.5, 12.9, -10.2, -3.9
#22 O=c1cc(N2CCc3ccccc3C2)[nH]c(=O)n1-c1ccc(Br)cc1
 : -3.0, -0.6, 4.0, -0.3, -0.7, -1.8, -4.3, -8.6, -4.8
#23 O=C(O)c1ccc(NC(=S)NC(=O)c2cccc(COc3ccccc3)c2)cc1
 : 0.1, -4.0, 1.5, -0.2, -0.4, -1.3, 31.0, 4.8, 2.1
#24 O=C1c2ccccc2C(Nc2ccc3c(c2)OCCO3)N1c1ccc(Cl)cn1 (stereo unspecified)
 : 2.8, -0.9, 1.6, -0.1, 0.0, 2.9, -3.4, 14.8, 26.7
#25 CC(=O)c1ccc(CCCCCCCCCC(=O)O)s1
 : -0.4, 1.7, 0.3, -0.1, 0.4, -5.7, -2.8, 10.3, -8.0
#26 COc1ccc(NC(=O)c2cc(S(=O)(=O)N3CCOCC3)cn2C)cc1Cl
 : -7.6, 0.5, -4.2, 0.1, 0.4, -0.3, -16.1, 6.3, -0.9
#27 CCc1ccc(-c2csc(NC(=O)C3CC(=O)N(c4ccc5c(c4)OCCO5)C3)n2)cc1 (stereo unspecified)
 : -7.7, -1.6, -7.8, -0.8, 1.1, -5.5, -3.8, 11.7, 12.6
#28 CC1(c2ccccc2)NC(=O)N(CC(=O)Nc2nnc(C3CC3)s2)C1=O (stereo unspecified)
 : 6.2, -2.5, -1.4, 0.4, -0.6, -4.3, 1.1, -1.7, -7.0
